Screening results deposited in PubChem by several laboratories.
Autophagy HCS: autophagy modulators in MEF cells, primary screen, imaging, high-content, MEF GFP-LC3; MEF GFP-LC3 puncta imaging; test concentration mostly 10 µM; calls only at 10 µM (by protocol); 190,000 tested, 0.98% active; AID 463193, 2010;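 active = percentage of spot-positive cells more than 3 SD above its plate mean, without a fluorescence outlier flag or 80% toxicity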;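 note: spot-positive cell cutoff set from DMSO-treated cells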
bCat nuc transl: modulators of beta-catenin nuclear translocation, primary screen, imaging, HeLa cells, immunofluorescence, high-content; nuclear translocation activity, % at 5 µM; 190,000 tested, 0.3% active;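 active = nuclear translocation activity above 50% at 5 µM, with a well cell count of 50 or more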;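 note: per-cell ratio of nuclear to cytoplasmic median beta-catenin stain intensity; plate controls were DMSO negative control for no effect and GSK-3 inhibitor IX positive control for full effect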
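Test system: human HeLa cells, native beta-catenin. Compound dosing: 5 µM primary single dose, 0.1% DMSO, 0.02–20 µM confirmation series. Incubation: compound exposure 24 h at 37°C. Detection: beta-catenin immunostaining with DAPI counterstain, 20x imaging, 6 fields/well. Read-out basis: Nuclear/cytoplasmic beta-catenin signal ratio, % activation.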
Hep lipid drop: inhibitors of hepatocyte lipid droplet formation, primary screen, imaging, high-throughput imaging, BODIPY stain; AML12 mouse hepatocytes, oleate lipid droplets; inhibition, % at 6.5 µM; 240,000 tested, 0.4% active;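 active = lipid droplet intensity inhibited by at least 50%, with more than 500 cells counted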
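System: AML12 hepatocytes (mouse). Probe or stimulus: oleic acid at 100 µM to induce lipid droplet formation. Times: overnight treatment with compound plus oleate. Detection: Image-based BODIPY and DAPI two-channel analysis. Evaluation: percent inhibition of filter-corrected integrated lipid droplet intensity per well.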
WT yeast gro inh: growth inhibition of WT strain, primary screen, mitochondrial fusion inhibitor project, WT and mutant strains, chemical genetic; mitochondrial fusion phenotypic screen; inhibition, % at 10 µM; 190,000 tested, 2.1% active; AID 1362, 2008; in the data active = inhibition above about 58%; tested in S. cerevisiae
Insulin prom up: insulin promoter activators in MIN6 cells, imaging, high-content screening, mouse beta cells; MIN6 insulin promoter-GFP reporter; stronger effect = higher value; z-score at 5 µM; 190,000 tested, 0.3% active;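 active = z-score above 3 at 5 µM with at least 500 cells counted in the well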
Yfh1-off respiration: enhancers of respiration in Yfh1-depleted yeast, dose response, Friedreich's ataxia, plus single-dose screen (AID 1465) | fold induction at 50 µM, or EC50 in µM where a hit was titrated | S. cerevisiae Yfh1-off respiration, WST-1 reduction, 72 h; higher fold induction means a stronger effect | 220,000 tested, 0.074% active;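 active = fold induction of absorbance versus untreated yeast above a set limit, then at least 30% activation at any dose in follow-up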;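 note: activators that raise dye reduction in frataxin-depleted yeast; strong numbers were not always called active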
HEK293 NOD2/NF-kB: NOD2 signaling inhibitors, cell-based, luminescence, uHTS, HEK293 (AID 1566). HEK293 NOD2/NF-kB luciferase reporter, luminescence; higher % means a stronger effect. one-dose inhibition, % at 4 µM; EC50 in µM for titrated hits. 290,000 tested, 0.63% active; in the data active = inhibition above about 50%; note: many of its hits are not listed in these tables
Dynein cargo inh: inhibitors of GR-EGFP nuclear translocation, primary screen, dynein cargo transport inhibitor project, imaging, high-content, 3617.4 mouse cells; test concentration mostly 20 µM; stimulated with dexamethasone, 1 µM; stronger effect = lower value; z-score, hits read low; 220,000 tested, 0.47% active;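 active = plate z-score of nuclear minus cytoplasmic receptor signal below a set negative limit, without overly bright fluorescence or cell loss, cut at about -3.5 in these data, passing the limit was not always enough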;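 note: z-score of nuclear minus cytoplasmic ring GR-EGFP intensity difference per well; some compounds called inactive have numbers as strong as hits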
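Buffer or medium: tet-free, stripped-serum medium; Also added: dexamethasone, 1.0 µM final; Technique: high-content fluorescence imaging after fixation; Times: 48 h induction, 1 h compound, 30 min dex at 37 °C; Read-out: per-cell GR-EGFP intensity, nucleus versus surrounding cytoplasmic ring, well-averaged.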
MT stabilizer: microtubule stabilizers in HeLa cells, primary screen, imaging, high-content imaging. HeLa tubulin immunostaining HCS, 24 h; share of cells brighter than vehicle mean+2SD. 200,000 tested, 0.83% active. % tubulin-high responders, % at 10 µM;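 active = plate Z-score above 3 for both tubulin-high and condensed-nucleus cell shares, with cell loss under 80%, at 10 µM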;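 note: anti alpha tubulin signal scored within the nucleus-defined area of each cell; some results filed as inactive read as strong as hits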
WT yeast gro inh mutant strain: further read-out of WT yeast gro inh, marked with its call; inhibition, %; mitochondrial fusion phenotypic screen, mutant strain inhibition
Dynein cargo inh cytoplasmic EGFP: further read-out of Dynein cargo inh, marked with its call; z-score; measured here: cytoplasmic GR-EGFP intensity; stronger effect = higher value
Dynein cargo inh nuclear GR-EGFP: recorded beside Dynein cargo inh, whose call it bears; z-score; measured here: nuclear GR-EGFP intensity;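 lower value marks the stronger effect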
Dynein cargo inh cell count: second read-out of Dynein cargo inh, no call of its own (marks repeat the call); z-score; measured here: cell count per field
Insulin prom up cell count: further read-out of Insulin prom up, marked with its call; cell count; measured here: cytotoxicity, nuclei count;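 total cells summed across four imaged fields per well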
Hep lipid drop cells 6.5 µM: also measured in Hep lipid drop; calls as there; cell count; measured here: cell count, cytotoxicity flag;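 cells counted across two imaged fields per well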
bCat nuc transl cell count 5 µM: recorded beside bCat nuc transl, whose call it bears; cell count; measured here: cell count, cytotoxicity flag
MT stabilizer Hoechst-high %: second read-out of MT stabilizer, no call of its own (marks repeat the call); % Hoechst-high responders; measured here: nuclear condensation Hoechst responders;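 share of cells brighter than vehicle mean plus two SD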
MT stabilizer cytotoxicity %: second read-out of MT stabilizer, no call of its own (marks repeat the call); toxicity, %; measured here: cytotoxicity by cell density;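 0% = mean cell density of plate MIN control wells and 100% = no cells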
Autophagy HCS cell loss 18 h: recorded beside Autophagy HCS, whose call it bears; toxicity, %; measured here: cell loss, nuclei count;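 cell loss after 18 h compound exposure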
Numbers without * were called inactive; i = inactive; nt = no result given.

SMILES	Autophagy HCS	Autophagy HCS cell loss 18 h	bCat nuc transl	bCat nuc transl cell count 5 µM	Hep lipid drop	Hep lipid drop cells 6.5 µM	WT yeast gro inh	WT yeast gro inh mutant strain	Insulin prom up	Insulin prom up cell count	Yfh1-off respiration	HEK293 NOD2/NF-kB	Dynein cargo inh	Dynein cargo inh cytoplasmic EGFP	Dynein cargo inh nuclear GR-EGFP	Dynein cargo inh cell count	MT stabilizer	MT stabilizer Hoechst-high %	MT stabilizer cytotoxicity %
C#CCOCCOCCOCCNc1nc(N2CCN(C(=O)[C@H](CCCCN)n3cc(C(N)COC(=O)C(F)(F)F)nn3)CC2)nc(N2CCN(C(=O)[C@H](CCCCN)n3cc(C(N)CC(C)C)nn3)CC2)n1 (stereo partly drawn)	nt	nt	-2.5	1153	17	635	nt	nt	nt	nt	i	11%	-0.47	-0.76	-0.35	0.18	nt	nt	nt
Cc1cc(C)c2sc(N)nc2c1	i	2	0.9	1069	1	726	6	-11	0.36	1147	nt	-4%	-0.94	-0.12	-0.42	0.78	6.0	2.6	3.3
CCOc1cc(/C=C\[N+](=O)[O-])ccc1OCC(=O)Nc1ccccc1C	i	5	0.2	1421	nt	nt	-8	1	1.3	1405	i	-11%	-3.6*	2*	-0.83*	-3.2*	2.0	2.0	6.4
CC(=O)Oc1ccccc1N(C(C)=O)S(=O)(=O)c1ccc(C)cc1	i	21	0.4	1155	-9	697	49	17	1.4	1309	i	0%	3.8	-0.074	1.8	-1.2	3.0	1.3	0.3
CC(C)(C)c1ccc(COn2c(=O)c(-c3ccco3)[n+]([O-])c3ccccc32)cc1	i	2	nt	nt	18	810	4	2	nt	nt	i	-10%	-0.77	0.041	-0.076	0.25	1.4	1.3	2.3
CCc1ccc(OCC2c3cc(OC)c(OC)cc3CCN2C(=S)NC)cc1 (stereo not drawn)	i	17	1.0	1158	4	690	75*	21*	-0.96	1318	i	13%	1.1	-0.21	0.28	0.011	2.2	1.5	10
Cc1ccc(Oc2ccc(OCC(=O)NC(C)C(=O)O)cc2)cc1 (stereo not drawn)	i	3	nt	nt	nt	nt	-7	-9	nt	nt	i	13%	-0.32	-0.2	-0.32	0.76	1.0	1.1	8.4
COc1ccc(C)cc1NC(=O)CC(O)(C(F)(F)F)C(F)(F)F	i	1	nt	nt	-7	746	-7	-20	-0.61	860	i	1%	-1.5	-0.29	-0.78	1.1	1.5	0.9	5.5
Cc1cc(NC(=O)CSc2nc3c(c(=O)n(C)c(=O)n3C)n2C(C)C)no1	i	8	3.8	1102	17	785	-6	-17	-0.04	1088	i	8%	-0.68	-0.14	-0.3	0.9	2.7	4.2	5.0
O=C(N/N=C/c1cn(-c2ccccc2)nc1-c1cccnc1)c1ccccc1	i	3	nt	nt	9	694	4	7	-0.42	1207	i	-2%	1.1	0.0047	0.75	-2	2.9	2.5	2.7
COC(=O)c1ccc(N2CCN(C(C)=O)CC2)c(NC(=O)c2cccnc2)c1	i	3	0.1	966	-20	715	2	8	-2.5	1473	i	12%	-1.4	-0.24	-0.78	0.76	2.0	1.6	9.0
O=C(Cn1[nH]c(=O)c2ccccc2c1=O)NC1CCCCCC1	i	2	-0.3	1207	-3	757	-7	-20	-0.2	947	i	-10%	0.3	-0.34	0.037	0.17	0.6	1.1	3.1
Cc1ccccc1-c1nc(P(=O)(c2ccccc2)c2ccccc2)c(N2CCOCC2)o1	nt	nt	-1.6	1128	11	714	nt	nt	-0.31	1445	i	-7%	0.19	-0.29	0.065	-0.1	nt	nt	nt
COc1cc(C(=O)N[C@@H](C)C(=O)NCc2ccco2)cc(OC)c1OC	i	19	-2.2	1109	7	673	5	28	-0.27	1377	i	-4%	0.12	-0.19	-0.25	0.95	1.6	1.4	2.2
CC1CCc2nn(CC(=O)NCCCN3CCOCC3)cc2C1 (stereo not drawn)	nt	nt	-1.4	1151	-14	608	7	-8	0.39	1741	i	-6%	1.2	-0.11	0.94	-0.75	3.0	3.6	7.7
CC(=O)Nc1ccc2c(c1)c1ccccc1n2C(C)=O	i	-1	nt	nt	2	625	2	2	-0.15	1413	i	-4%	1.1	-0.27	0.6	-0.87	2.6	3.2	7.0
Cc1csc2ncc(C(=O)Nc3ccccc3F)c(=O)n12	nt	nt	-0.6	1012	-1	639	nt	nt	0.2	1714	i	-26%	nt	nt	nt	nt	nt	nt	nt
COc1ccc(NC(=O)CN(C)S(=O)(=O)c2ccccc2)cc1	i	-17	nt	nt	4	752	-2	-2	-0.06	854	i	18%	-1.1	0.46	-0.31	0.9	2.8	1.3	7.1
CC(Nc1ccc(Br)cn1)c1cc(Cl)ccc1O (stereo not drawn)	i	36	-1.8	1073	-2	672	73*	55*	0.33	1737	nt	-7%	-2	1.3	-1.3	-3.4	2.1	1.1	5.3
Cc1ccccc1S(=O)(=O)Cc1ccc(C(=O)N2CCN(C3CCCCC3)CC2)o1	i	-15	-2.0	1141	-11	764	3	2	-0.63	1236	i	12%	-0.76	-0.12	-0.18	-0.059	2.6	1.4	2.9
Cn1c(=O)cc(OCCCC(=O)NCCN2CCN(c3ccccc3F)CC2)c2ccccc21	i	5	nt	nt	nt	nt	-9	-17	0.03	895	i	-5%	0.42	-0.23	0.34	0.0077	4.4	2.6	10
CCCCCCNC(=O)N[C@H](C(=O)NCCC[C@H]1CN2C(=NC[C@H]2C)N1CCC(c1ccccc1)c1ccccc1)C(C)O (stereo partly drawn)	nt	nt	0.6	1251	7	710	nt	nt	-0.35	1102	i	-2%	-1.1	-0.71	-0.36	-0.37	nt	nt	nt
O=C(C1CCN(S(=O)(=O)N2CCC3(CC2)OCCO3)CC1)N1CCCCC1	i	3	-3.5	593	11	767	4	-17	0.4	1339	i	26%	-0.63	-0.29	0.48	0.38	2.3	3.2	8.2
CC(=O)N1N=C(c2ccc(C)cc2)OC1c1ccc(C(C)C)cc1 (stereo not drawn)	i	-1	-2.5	1411	nt	nt	69*	46*	-0.03	1384	i	-193%	-0.34	-0.22	-0.88	0.089	1.8	1.2	3.8
CCCOc1cccc(NC(=O)OC2CCN(C)CC2)c1	i	6	1.4	882	10	657	14	-6	0.31	1130	i	22%	-0.32	-0.058	-0.049	-0.84	3.9	2.1	4.6
CCOCCCNC(=S)Nc1ccc(Br)cc1Cl	nt	nt	-0.4	1301	5	774	nt	nt	0.5	1425	i	23%	0.46	-0.3	0.16	-0.068	nt	nt	nt
CCOC(=O)N/N=C\C=C\c1ccc2c(c1)OCO2	i	-1	-1.2	1150	7	678	12	-13	nt	nt	i	-30%	0.97	0.29	1.1	-1.6	1.6	1.7	0.5
Cc1ccccc1OCC(=O)Nc1ccccc1N1CCC(C)CC1	i	8	-0.2	1040	-20	702	65*	0.9*	-0.77	1585	i	4%	-0.78	-0.18	-0.19	0.7	3.0	1.4	1.4
CCOC(=O)C(=NCCCN1CCOCC1)NNc1cccc(C(F)(F)F)c1	i	31	-1.3	1106	23	752	47	44	2.2	1274	i	-104%	0.37	-0.22	0.4	0.06	4.7	3.5	9.9
Cc1ccc(/C=N/NC(=O)c2ccc(Cn3cc([N+](=O)[O-])cn3)o2)cc1	i	-1	nt	nt	-20	727	-4	10	0.1	1397	i	0%	0.62	-0.26	0.45	-0.57	5.4	2.0	5.4
O=[N+]([O-])c1ccccc1N/N=C/c1c[nH]c2ccccc12	i	-1	nt	nt	nt	nt	-1	-14	nt	nt	i	-232%	-0.68	-0.19	-0.61	0.38	1.6	0.8	5.8
COCC(=O)Nc1ccc(S(=O)(=O)Nc2ncccn2)cc1	i	0	nt	nt	20	806	25	8	nt	nt	i	8%	1.4	-0.18	1.4	0.26	2.3	1.9	4.7
CNC(=S)NCCc1ccc(OC)c(OC)c1	i	20	-1.7	1404	nt	nt	5	19	2	1268	nt	7%	0.17	-0.22	0.63	0.8	3.4	1.9	9.0
COCCn1c(SCC(=O)N2CCc3ccccc3C2)nc2ccccc2c1=O	i	-1	1.5	1059	-3	622	-6	-20	0.25	1476	i	11%	1.2	-0.27	0.47	-0.99	2.5	2.5	12
Cc1cc(NC(=O)c2cc(-c3ccc4c(c3)OCO4)on2)n(-c2ccccc2)n1	i	-34	-5.7	984	nt	nt	-1	10	-0.47	1087	i	11%	1.4	-0.13	1.1	-1.8	7.3	1.9	16
CC(C)c1ccc(N2CCN(C(=O)c3ccccc3NC(=O)/C=C(\C(=O)O)c3ccccc3)CC2)cc1	i	-3	-2.9	1058	-3	772	71*	38*	1.7	816	i	-1%	-3.5	0.33	-2.1	0.97	2.1	1.2	4.9

This is a subset; rates above refer to the full screens.
